TcdB GH inh: TcdB glycohydrolase inhibitors, primary screen, biochemical, single point, plate reader; Toxin B (Clostridioides difficile), P18177; TcdB glycohydrolase enzymatic assay; inhibition, % at 9.99 µM; 350,000 compounds, 0.24% hits; in the data active = inhibition above about 10%
Target sequence (P18177 whole entry, looked up): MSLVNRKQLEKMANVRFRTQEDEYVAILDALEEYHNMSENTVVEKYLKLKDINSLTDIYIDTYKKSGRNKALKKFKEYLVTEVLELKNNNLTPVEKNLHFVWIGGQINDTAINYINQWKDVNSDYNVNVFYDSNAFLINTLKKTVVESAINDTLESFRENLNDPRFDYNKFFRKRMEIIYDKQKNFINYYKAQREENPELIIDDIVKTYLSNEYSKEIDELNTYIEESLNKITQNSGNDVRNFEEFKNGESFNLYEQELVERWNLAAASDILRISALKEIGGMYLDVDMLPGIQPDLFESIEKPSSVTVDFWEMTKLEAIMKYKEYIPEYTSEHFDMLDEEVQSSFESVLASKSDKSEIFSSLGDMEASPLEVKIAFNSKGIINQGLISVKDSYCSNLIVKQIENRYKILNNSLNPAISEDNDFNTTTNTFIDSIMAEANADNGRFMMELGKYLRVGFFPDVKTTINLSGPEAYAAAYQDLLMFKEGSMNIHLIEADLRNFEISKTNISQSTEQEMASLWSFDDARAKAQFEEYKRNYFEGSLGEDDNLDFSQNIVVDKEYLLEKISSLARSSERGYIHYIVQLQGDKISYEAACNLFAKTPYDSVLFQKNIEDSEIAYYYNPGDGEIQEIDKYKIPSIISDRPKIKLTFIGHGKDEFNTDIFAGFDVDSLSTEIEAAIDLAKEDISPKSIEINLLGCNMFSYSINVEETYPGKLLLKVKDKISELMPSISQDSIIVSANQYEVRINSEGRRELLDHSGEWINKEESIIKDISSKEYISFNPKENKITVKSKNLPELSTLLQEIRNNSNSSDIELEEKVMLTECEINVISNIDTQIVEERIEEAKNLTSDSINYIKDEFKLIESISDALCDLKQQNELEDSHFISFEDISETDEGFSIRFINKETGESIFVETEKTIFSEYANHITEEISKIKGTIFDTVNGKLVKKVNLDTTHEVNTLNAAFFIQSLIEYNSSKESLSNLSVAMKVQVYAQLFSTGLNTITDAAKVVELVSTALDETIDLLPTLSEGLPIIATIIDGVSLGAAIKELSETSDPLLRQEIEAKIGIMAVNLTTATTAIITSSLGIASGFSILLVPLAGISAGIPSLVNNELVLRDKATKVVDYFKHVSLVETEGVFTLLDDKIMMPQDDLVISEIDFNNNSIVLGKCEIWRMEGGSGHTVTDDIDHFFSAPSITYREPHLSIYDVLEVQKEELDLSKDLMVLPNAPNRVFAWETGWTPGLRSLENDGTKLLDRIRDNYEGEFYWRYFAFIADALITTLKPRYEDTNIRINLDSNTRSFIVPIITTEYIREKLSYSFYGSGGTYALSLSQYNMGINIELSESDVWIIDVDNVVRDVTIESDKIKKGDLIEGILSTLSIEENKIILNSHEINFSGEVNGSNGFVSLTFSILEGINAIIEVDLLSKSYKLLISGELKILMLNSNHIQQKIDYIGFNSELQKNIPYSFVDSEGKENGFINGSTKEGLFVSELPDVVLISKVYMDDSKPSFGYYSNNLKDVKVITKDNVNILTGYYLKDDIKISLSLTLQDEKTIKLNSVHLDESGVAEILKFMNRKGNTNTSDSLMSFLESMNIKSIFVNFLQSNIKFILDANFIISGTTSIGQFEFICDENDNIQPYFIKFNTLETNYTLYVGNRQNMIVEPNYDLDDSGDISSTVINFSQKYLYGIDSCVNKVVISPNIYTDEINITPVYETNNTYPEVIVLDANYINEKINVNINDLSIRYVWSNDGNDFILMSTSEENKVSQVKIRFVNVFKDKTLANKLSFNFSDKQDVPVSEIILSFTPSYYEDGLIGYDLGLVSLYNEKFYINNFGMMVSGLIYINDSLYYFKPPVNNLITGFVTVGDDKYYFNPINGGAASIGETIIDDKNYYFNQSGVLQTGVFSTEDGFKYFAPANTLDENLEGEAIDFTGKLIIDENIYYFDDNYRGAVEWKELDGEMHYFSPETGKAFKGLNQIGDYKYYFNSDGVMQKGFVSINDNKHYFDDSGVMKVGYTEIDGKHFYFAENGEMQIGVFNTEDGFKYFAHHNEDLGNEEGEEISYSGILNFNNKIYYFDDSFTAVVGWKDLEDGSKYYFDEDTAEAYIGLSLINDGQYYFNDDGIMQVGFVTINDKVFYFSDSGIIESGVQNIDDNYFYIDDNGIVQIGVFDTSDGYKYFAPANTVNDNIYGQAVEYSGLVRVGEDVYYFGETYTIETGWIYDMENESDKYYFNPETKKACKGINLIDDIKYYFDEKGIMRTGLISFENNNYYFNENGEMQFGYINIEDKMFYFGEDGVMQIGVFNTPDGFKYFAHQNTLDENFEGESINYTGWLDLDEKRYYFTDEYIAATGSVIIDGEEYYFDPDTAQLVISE
Active calls of the source: *. Not all compounds are listed; the hit share may differ from the screen's.

For COc1ccc(NC(=O)N(C)C[C@H]2Oc3ccc(N(C)C)cc3CC(=O)N([C@H](C)CO)C[C@H]2C)cc1 the results were TcdB GH inh -5.0.
For C[C@H](CO)N1C[C@H](C)[C@@H](CN(C)Cc2ccc(Oc3ccccc3)cc2)Oc2ccc(NC(=O)C3CC3)cc2CC1=O the results were TcdB GH inh 0.0.
O=C(N[C@@H]1CC[C@@H](CCNS(=O)(=O)c2ccc(F)cc2)O[C@@H]1CO)c1cnccn1 was read as TcdB GH inh -0.4.
For COC(=O)[C@H]1[C@H](CO)[C@H]2Cn3c(ccc(-c4ccccc4F)c3=O)[C@H]2N1Cc1ccccc1 the results were TcdB GH inh 0.2.
Screening O=C(CN1CCOCC1)NCC[C@H]1CC[C@@H](NC(=O)c2ccccc2F)[C@@H](CO)O1 returned TcdB GH inh 0.2.
`C[C@H]1CN([C@@H](C)CO)C(=O)c2cc(-c3cccnc3)cnc2O[C@@H]1CN(C)C(=O)Cc1cccnc1` gave TcdB GH inh -0.4.
For CO[C@@H](CN(C)S(=O)(=O)c1ccc(F)cc1)[C@H](C)CN([C@H](C)CO)S(=O)(=O)c1cccc(Cl)c1 the results were TcdB GH inh -0.4.
Screening C[C@@H]1CN([C@H](C)CO)C(=O)Cc2cc(N(C)C)ccc2O[C@@H]1CN(C)C(=O)Nc1ccc(F)cc1 returned TcdB GH inh -4.8.
For O=S(=O)(c1ccccc1)N1CC[C@H]2[C@H](CO)Nc3ccc(Br)cc3[C@H]21 the results were TcdB GH inh -1.5.
CC(=O)N(C)C[C@H]1Oc2cc(-c3ccncc3)ccc2S(=O)(=O)N([C@H](C)CO)C[C@@H]1C was read as TcdB GH inh -1.5.
`O=C(C[C@@H]1C=C[C@@H](NS(=O)(=O)c2ccc(F)cc2)[C@@H](CO)O1)N1CCC(Cc2ccccc2)CC1` gave TcdB GH inh 0.6.
CN1CCN(C(=O)C[C@H]2CC[C@H]3[C@@H](COC[C@@H](O)CN3C(=O)c3ccc(F)cc3)O2)CC1 was read as TcdB GH inh 0.5.

Not a retest: an excerpt of the list.
For COC(=O)[C@H]1[C@H](CO)[C@H]2Cn3c(ccc(-c4ccccc4F)c3=O)[C@H]2N1Cc1ccccc1 the results were TcdB GH inh 0.2.
Screening O=C(CN1CCOCC1)NCC[C@H]1CC[C@@H](NC(=O)c2ccccc2F)[C@@H](CO)O1 returned TcdB GH inh 0.2.
`C[C@H]1CN([C@@H](C)CO)C(=O)c2cc(-c3cccnc3)cnc2O[C@@H]1CN(C)C(=O)Cc1cccnc1` gave TcdB GH inh -0.4.
For CO[C@@H](CN(C)S(=O)(=O)c1ccc(F)cc1)[C@H](C)CN([C@H](C)CO)S(=O)(=O)c1cccc(Cl)c1 the results were TcdB GH inh -0.4.
Screening C[C@@H]1CN([C@H](C)CO)C(=O)Cc2cc(N(C)C)ccc2O[C@@H]1CN(C)C(=O)Nc1ccc(F)cc1 returned TcdB GH inh -4.8.
For O=S(=O)(c1ccccc1)N1CC[C@H]2[C@H](CO)Nc3ccc(Br)cc3[C@H]21 the results were TcdB GH inh -1.5.
CC(=O)N(C)C[C@H]1Oc2cc(-c3ccncc3)ccc2S(=O)(=O)N([C@H](C)CO)C[C@@H]1C was read as TcdB GH inh -1.5.
`O=C(C[C@@H]1C=C[C@@H](NS(=O)(=O)c2ccc(F)cc2)[C@@H](CO)O1)N1CCC(Cc2ccccc2)CC1` gave TcdB GH inh 0.6.
CN1CCN(C(=O)C[C@H]2CC[C@H]3[C@@H](COC[C@@H](O)CN3C(=O)c3ccc(F)cc3)O2)CC1 was read as TcdB GH inh 0.5.

The listing continues:
Screening CO[C@@H]1CN(C)C(=O)c2ccc(NS(=O)(=O)c3ccccc3)cc2OC[C@H](C)N(C(=O)NC(C)C)C[C@@H]1C returned TcdB GH inh -0.9.
Screening C[C@@H]1CCCCO[C@H](CN(C)C(=O)Nc2ccc3c(c2)OCO3)[C@H](C)CN([C@H](C)CO)C(=O)c2cc(NC(=O)C3CCCCC3)ccc2O1 returned TcdB GH inh -0.4.
C[C@H]1CN([C@@H](C)CO)S(=O)(=O)c2ccc(C#CC3CCCC3)cc2O[C@@H]1CN(C)Cc1cccnc1 was read as TcdB GH inh 0.6.
Screening COc1ccc(S(=O)(=O)N[C@H]2CC[C@@H](CCNC(=O)Cc3ccccn3)O[C@H]2CO)cc1 returned TcdB GH inh 0.1.
`C[C@@H]1CN([C@@H](C)CO)C(=O)Cc2cc(NC(=O)Nc3ccc4c(c3)OCO4)ccc2O[C@H]1CN(C)Cc1ccc(Cl)c(Cl)c1` gave TcdB GH inh -0.4.
`COc1ccc(S(=O)(=O)N(C)C[C@H]2Oc3ccc(NC(=O)CCCCCC(=O)Nc4ccccc4N)cc3CC(=O)N([C@@H](C)CO)C[C@H]2C)cc1` gave TcdB GH inh -0.1.
`COc1ccc(NC(=O)Nc2cccc3c2O[C@@H](CN(C)C(=O)NC2CCCCC2)[C@@H](C)CN([C@H](C)CO)C3=O)cc1` gave TcdB GH inh 0.8.
For C[C@H]1CN([C@@H](C)CO)C(=O)c2cc(NC(=O)C3CC3)ccc2O[C@@H]1CN(C)Cc1ccc(C(F)(F)F)cc1 the results were TcdB GH inh 1.0.
Screening C[C@@H]1CN([C@H](C)CO)C(=O)c2cc(NC(=O)Nc3ccc(F)cc3)ccc2O[C@@H]1CN(C)Cc1ccccc1 returned TcdB GH inh -5.3.
`C[C@@H]1CN([C@@H](C)CO)C(=O)CCCn2cc(nn2)CO[C@@H]1CN(C)S(=O)(=O)c1ccccc1` gave TcdB GH inh -0.1.
Screening COC(=O)C[C@@H]1C[C@@H]2c3cc(NC(=O)Nc4ccccc4F)ccc3O[C@@H]2[C@@H](CO)O1 returned TcdB GH inh -3.6.
For O=C(NCC1CC1)[C@@H]1N[C@@H]2c3ccc(C4=CCCCC4)c(=O)n3C[C@@H]2[C@H]1CO the results were TcdB GH inh -8.4.
For CN1CCN(C(=O)C[C@H]2C=C[C@@H](NC(=O)Cc3ccccn3)[C@@H](CO)O2)CC1 the results were TcdB GH inh -0.4.
`C[C@@H]1CN([C@@H](C)CO)C(=O)c2cc(NC(=O)NC3CCCCC3)ccc2O[C@H]1CN(C)S(=O)(=O)c1ccc(F)cc1` gave TcdB GH inh 1.3.
C[C@H](CO)N1C[C@H](C)[C@@H](CN(C)S(=O)(=O)c2ccc(F)cc2)Oc2ncc(-c3cccc(C(=O)N(C)C)c3)cc2C1=O was read as TcdB GH inh 1.0.
COc1ccccc1-c1ccc2c(c1)O[C@H](CN(C)C(=O)Nc1cccc(F)c1)[C@H](C)CN([C@H](C)CO)S2(=O)=O was read as TcdB GH inh 0.8.
Screening COc1ccc(S(=O)(=O)N(C)C[C@@H]2Oc3ccc(NC(=O)CCCN(C)C)cc3CC(=O)N([C@@H](C)CO)C[C@@H]2C)cc1 returned TcdB GH inh -2.4.
C[C@H]1CN([C@@H](C)CO)C(=O)c2cc(C#CC(C)(C)O)cnc2O[C@@H]1CN(C)C(=O)CN(C)C was read as TcdB GH inh 0.1.
COc1cccc(NC(=O)N(C)C[C@H]2OCc3ccccc3-c3ccccc3C(=O)N([C@@H](C)CO)C[C@H]2C)c1 was read as TcdB GH inh -0.3.
Screening CN(C)CC(=O)Nc1ccc2c(c1)[C@@H]1C[C@@H](CC(=O)NCc3ccccc3)O[C@@H](CO)[C@@H]1O2 returned TcdB GH inh -2.3.
CC(C)CC#Cc1ccc2c(c1)O[C@H](CN(C)Cc1ccc3c(c1)OCO3)[C@@H](C)CN([C@H](C)CO)S2(=O)=O was read as TcdB GH inh 1.1.
Screening C[C@H](CO)N1C[C@H](C)[C@@H](CN(C)S(=O)(=O)c2cn(C)cn2)Oc2ccc(NS(=O)(=O)c3cn(C)cn3)cc2CC1=O returned TcdB GH inh 0.4.
Screening C[C@@H]1CCCCO[C@@H](CN(C)Cc2ccc(C(F)(F)F)cc2)[C@H](C)CN([C@@H](C)CO)C(=O)c2cc(NS(=O)(=O)c3ccccc3)ccc2O1 returned TcdB GH inh 0.1.
Screening CCCNC(=O)N(C)C[C@@H]1Oc2cc(-c3ccccc3F)ccc2S(=O)(=O)N([C@H](C)CO)C[C@@H]1C returned TcdB GH inh 1.3.
For C[C@@H]1CN([C@@H](C)CO)C(=O)c2cccc(NC(=O)C3CCOCC3)c2O[C@H]1CN(C)C the results were TcdB GH inh -0.1.
O=C(C1CCC1)N1CC(=O)N2[C@@H](CO)[C@@H](c3ccc(-c4ccccc4F)cc3)[C@@H]2C1 was read as TcdB GH inh 0.1.
`C[C@H](CO)N1C[C@H](C)[C@@H](CN(C)CC2CC2)Oc2cc(-c3cccnc3)ccc2S1(=O)=O` gave TcdB GH inh 0.9.
For O=C(NCC[C@@H]1CC[C@H](NC(=O)c2cccnc2)[C@H](CO)O1)Nc1ccc(C(F)(F)F)cc1 the results were TcdB GH inh -2.2.
COCC#Cc1ccc2c(c1)O[C@H](CN(C)Cc1ccccc1)[C@H](C)CN([C@H](C)CO)S2(=O)=O was read as TcdB GH inh 0.2.
O=C(Cc1cccnc1)N1CCCCN2[C@H](CO)[C@@H](c3ccc(C#CC4(O)CCCC4)cc3)[C@@H]2C1 was read as TcdB GH inh -0.1.
`CN(C)CC(=O)Nc1ccc2c(c1)[C@@H]1C[C@H](CC(=O)NCc3ccc(-c4ccccc4)cc3)O[C@H](CO)[C@@H]1O2` gave TcdB GH inh 1.2.
`CN1C(=O)c2cc(NC(=O)c3cscn3)ccc2OC[C@@H]2O[C@H](CC(=O)N3CCOCC3)CC[C@H]21` gave TcdB GH inh 0.4.
CO[C@H]1CN(C)C(=O)c2cc(NC(=O)Nc3ccccc3F)ccc2OC[C@H](C)N(CCC(F)(F)F)C[C@@H]1C was read as TcdB GH inh 1.1.
`Cc1ccc(S(=O)(=O)N2C[C@@H](O)COC[C@H]3O[C@@H](CC(=O)NCc4ccc5c(c4)OCO5)CC[C@@H]32)cc1` gave TcdB GH inh -0.4.
`C[C@@H]1CN([C@@H](C)CO)C(=O)Cc2cc(NC(=O)Nc3ccccc3)ccc2O[C@H]1CN(C)Cc1ccc(-c2ccccc2)cc1` gave TcdB GH inh 0.9.
`C[C@H]1CN([C@@H](C)CO)C(=O)c2cccc(N(C)C)c2O[C@@H]1CN(C)Cc1ccncc1` gave TcdB GH inh -2.1.
Screening C[C@@H]1CN([C@H](C)CO)C(=O)c2cc(NS(=O)(=O)c3cccs3)ccc2O[C@@H]1CN(C)S(=O)(=O)c1ccccc1 returned TcdB GH inh 0.5.
`CC(C)NC(=O)N(C)C[C@@H]1Oc2ccc(NC(=O)Cn3cnnn3)cc2CC(=O)N([C@H](C)CO)C[C@H]1C` gave TcdB GH inh 0.0.
Screening C[C@@H]1CN([C@@H](C)CO)C(=O)c2cc(NC(=O)C3CCCCC3)ccc2O[C@@H](C)CCCCO[C@@H]1CN(C)Cc1ccc2c(c1)OCO2 returned TcdB GH inh -0.6.
Screening C/C=C/c1ccc2c(c1)[C@@H]1[C@@H](CCN1S(=O)(=O)c1ccc(C)cc1)[C@@H](CO)N2 returned TcdB GH inh 0.9.
C[C@H]1CCCCO[C@@H](CN(C)C(=O)Nc2ccc3c(c2)OCO3)[C@@H](C)CN([C@@H](C)CO)C(=O)c2cc(NS(=O)(=O)c3ccccc3)ccc2O1 was read as TcdB GH inh 1.1.
For O=C(c1ccccn1)N1CC(=O)N2[C@H](C1)[C@@H](c1ccc(C#CCc3ccccc3)cc1)[C@@H]2CO the results were TcdB GH inh 1.0.
`C[C@@H]1CCCCO[C@H](CN(C)C(=O)c2ccccc2)[C@H](C)CN([C@@H](C)CO)C(=O)c2cc(N(C)C)ccc2O1` gave TcdB GH inh -13.8.
For CO[C@H]1CN(C)C(=O)c2ccc(NS(=O)(=O)c3ccc(F)cc3)cc2OC[C@@H](C)NC[C@@H]1C the results were TcdB GH inh -0.1.
Screening CCNC(=O)C[C@@H]1CC[C@@H]2[C@H](COc3ccc(NS(C)(=O)=O)cc3C(=O)N2C)O1 returned TcdB GH inh -1.7.
Screening O=C(N[C@@H]1CC[C@H](CCNS(=O)(=O)c2ccc(Cl)cc2)O[C@@H]1CO)c1cccnc1 returned TcdB GH inh 0.4.
Screening C[C@@H]1CN([C@@H](C)CO)C(=O)Cc2cc(NS(C)(=O)=O)ccc2O[C@H]1CN(C)C(=O)Nc1ccc2c(c1)OCO2 returned TcdB GH inh -0.1.
C[C@H]1CN([C@@H](C)CO)C(=O)c2cc(C#CCN(C)C)cnc2O[C@H]1CN(C)Cc1ccccc1F was read as TcdB GH inh 0.5.
Screening CO[C@@H]1CN(C)C(=O)c2ccc(NC(C)=O)cc2OC[C@@H](C)N(C(=O)Cc2ccccn2)C[C@@H]1C returned TcdB GH inh -1.0.
Screening C[C@H](CO)N1C[C@H](C)[C@@H](CN(C)C(=O)c2ccccc2)Oc2ncc(C#Cc3ccccc3)cc2C1=O returned TcdB GH inh 0.9.
Cc1noc(C)c1NC(=O)Nc1ccc2c(c1)C(=O)N([C@H](C)CO)C[C@@H](C)[C@@H](CN(C)Cc1ccc(Cl)c(Cl)c1)O2 was read as TcdB GH inh 0.2.
Screening COc1ccc(S(=O)(=O)N(C)C[C@@H]2Oc3ccc(NC(=O)c4ccncc4)cc3CC(=O)N([C@H](C)CO)C[C@@H]2C)cc1 returned TcdB GH inh -0.8.
Screening C[C@H]1CN([C@@H](C)CO)C(=O)c2cccc(NC(=O)C3CC3)c2O[C@H]1CN(C)Cc1ccc(Oc2ccccc2)cc1 returned TcdB GH inh 0.6.
`COc1cccc(-c2ccc3c(c2)O[C@H](CN(C)Cc2ccncc2)[C@@H](C)CN([C@H](C)CO)S3(=O)=O)c1` gave TcdB GH inh 1.1.
Cc1cccc(S(=O)(=O)N[C@@H]2CC[C@H](CCNS(=O)(=O)c3ccccc3F)O[C@H]2CO)c1 was read as TcdB GH inh 0.1.
For C[C@@H]1CCCCO[C@H](CN(C)Cc2ccccc2)[C@H](C)CN([C@H](C)CO)C(=O)c2cc(NC(=O)Cc3ccccc3)ccc2O1 the results were TcdB GH inh 2.2.
Screening CCC(=O)Nc1ccc2c(c1)OC[C@H](C)N(Cc1cncnc1)C[C@@H](C)[C@@H](OC)CN(C)C2=O returned TcdB GH inh 1.0.
Cn1cnc(S(=O)(=O)N[C@H]2CC[C@H](CC(=O)Nc3ccc(-c4ccccc4)cc3)O[C@@H]2CO)c1 was read as TcdB GH inh 1.3.

Screening data deposited in PubChem BioAssay by Broad Institute.
